Screens: PubChem, The Scripps Research Institute Molecular Screening Center
PAFAH1B3 inh: PAFAH1B3 enzyme inhibitors, primary screen, biochemical, fluorescence polarization, human; recombinant PAFAH1B3, FP-rhodamine probe; inhibition, % at 3.39 µM; hit rate 0.28% among 340,000; AID 492972, 2010;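 active = inhibition above the screen-wide average of all tested compounds plus 3 SD, cut at about 25% in these data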;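 also: 0% = enzyme with DMSO only and 100% = wells lacking PAFAH1B3 protein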
Target sequence (Q15102 whole entry, looked up): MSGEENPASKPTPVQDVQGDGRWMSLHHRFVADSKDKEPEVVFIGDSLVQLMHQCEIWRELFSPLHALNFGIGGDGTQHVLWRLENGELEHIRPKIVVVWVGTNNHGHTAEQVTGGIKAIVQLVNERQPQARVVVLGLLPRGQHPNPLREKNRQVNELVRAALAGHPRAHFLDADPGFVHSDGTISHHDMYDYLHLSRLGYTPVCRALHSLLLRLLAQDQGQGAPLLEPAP
PAFAH2 FP inh: PAFAH2 enzyme inhibitors, primary screen, biochemical, fluorescence polarization, human | Platelet-activating factor acetylhydrolase 2, cytoplasmic (Homo sapiens), Q99487 | recombinant PAFAH2, FP-rhodamine activity probe | inhibition, % at 3.39 µM | hit rate 0.99% among 340,000;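 active = inhibition above the mean over all tested compounds plus 3 SD, cut at about 30% in these data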;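 also: inhibitors block probe labeling of enzyme so polarization drops; 0% = enzyme with DMSO and 100% = wells lacking PAFAH2 protein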
GSTO1 inh: inhibitors of recombinant GSTO1, primary screen, counter-screen for RBBP9 inhibitor project, biochemical, fluorescence polarization. Glutathione S-transferase omega-1 (Homo sapiens), P78417. activity-based probe fluorescence polarization. inhibition, % at 5.96 µM. hit rate 1.1% among 300,000. AID 1974, 2009;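 active = inhibition above the campaign mean inhibition plus 3 SD, cut at about 35% in these data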;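 also: 0% = GSTO1-1 with DMSO and 100% = wells lacking GSTO1-1 enzyme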
PREPL inhibitor: PREPL enzyme inhibitors, primary screen, biochemical, fluorescence polarization; Prolyl endopeptidase-like (Homo sapiens), Q4J6C6; inhibition, % at 5.96 µM; hit rate 0.68% among 320,000; recombinant PREPL, fluorescence polarization activity-based probe; in the data active = inhibition above about 43%;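 also: 0% = enzyme with DMSO and 100% = wells lacking enzyme; many of its hits are not listed in these tables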
Target sequence (Q4J6C6 whole entry, looked up): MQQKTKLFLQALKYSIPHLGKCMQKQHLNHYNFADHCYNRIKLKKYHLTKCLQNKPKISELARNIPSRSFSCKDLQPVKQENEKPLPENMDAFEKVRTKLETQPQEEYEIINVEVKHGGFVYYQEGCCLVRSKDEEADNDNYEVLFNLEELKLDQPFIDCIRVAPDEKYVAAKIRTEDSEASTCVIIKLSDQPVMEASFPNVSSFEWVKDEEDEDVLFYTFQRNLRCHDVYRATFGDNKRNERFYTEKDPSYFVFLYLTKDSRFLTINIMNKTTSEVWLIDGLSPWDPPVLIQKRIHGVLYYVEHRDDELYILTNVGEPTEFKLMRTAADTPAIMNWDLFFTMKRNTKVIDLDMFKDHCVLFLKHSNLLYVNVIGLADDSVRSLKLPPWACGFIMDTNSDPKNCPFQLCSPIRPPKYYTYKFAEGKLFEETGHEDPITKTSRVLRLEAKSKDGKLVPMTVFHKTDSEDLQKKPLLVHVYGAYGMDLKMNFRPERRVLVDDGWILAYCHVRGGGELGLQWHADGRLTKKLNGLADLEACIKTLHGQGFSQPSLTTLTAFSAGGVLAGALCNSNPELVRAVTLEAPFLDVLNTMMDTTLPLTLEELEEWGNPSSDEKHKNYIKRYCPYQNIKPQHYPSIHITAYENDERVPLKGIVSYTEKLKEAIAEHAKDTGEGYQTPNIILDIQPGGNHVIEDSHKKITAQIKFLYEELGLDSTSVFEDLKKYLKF
LYPLA1 inh: LYPLA1 inhibitors, primary screen, counter-screen for PME1 inhibitor project, biochemical, fluorescence polarization, FP-Rh probe ABPP | Acyl-protein thioesterase 1 (Homo sapiens), O75608 | recombinant LYPLA1 | inhibition, % at 5.9 µM | hit rate 0.16% among 320,000;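 active = inhibition above the mean of all tested compounds plus 3 SD, set per campaign, cut at about 14% in these data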;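 also: inhibitors block serine hydrolase probe labeling of LYPLA1 so polarization falls; 0% = enzyme with DMSO and 100% = wells lacking LYPLA1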
PAD4 FP inh: human PAD4 inhibitors, primary screen, biochemical, fluorescence polarization, 1536-well format; inhibition, % at 6.36 µM; Protein-arginine deiminase type-4 (Homo sapiens), Q9UM07; hit rate 0.41% among 330,000; recombinant PAD4, RCA probe fluorescence polarization;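 active = percent inhibition above a cutoff equal to the mean of all tested compounds plus 3 SD, cut at about 15% in these data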;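 also: 0% = PAD4 with RCA probe and DMSO and 100% = probe without PAD4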
pPAFAH FP inh: pPAFAH enzyme inhibitors, primary screen, biochemical, fluorescence polarization, human; Platelet-activating factor acetylhydrolase (Homo sapiens), Q13093; inhibition, % at 3.39 µM; AID 463082, 2010; hit rate 1.5% among 330,000; recombinant pPAFAH, FP-rhodamine probe fluorescence polarization;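 active = inhibition above the mean inhibition across the screen plus 3 SD, cut at about 25% in these data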;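 also: inhibitors block binding of the rhodamine activity-based probe so polarization drops; 0% = enzyme with DMSO and 100% = wells lacking pPAFAH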
LYPLA2 inh: LYPLA2 inhibitors, primary screen, counter-screen for PME1 inhibitor project, biochemical, fluorescence polarization, FP-Rh probe ABPP; recombinant LYPLA2; inhibition, % at 5.9 µM; hit rate 0.38% among 320,000; AID 2177, 2009;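 active = inhibition above the screen-wide mean plus 3 SD, limit set per campaign, cut at about 26% in these data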;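 also: 0% = LYPLA2 with DMSO and 100% = wells lacking LYPLA2 enzyme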
PAFAH1B2 FP inh: PAFAH1B2 enzyme inhibitors, primary screen, biochemical, fluorescence polarization, human; hit rate 1.2% among 340,000; Platelet-activating factor acetylhydrolase IB subunit alpha2 (Homo sapiens), P68402; inhibition, % at 3.39 µM; recombinant PAFAH1B2, FP-rhodamine activity probe;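 active = inhibition above the mean of all tested compounds plus 3 SD, cut at about 24% in these data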;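 also: 0% = enzyme with DMSO and 100% = wells lacking PAFAH1B2; many of its hits are not listed in these tables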
The depositor's hits bear a star; nt = not tested or not shown.

Compound,PAFAH1B3 inh,PAFAH2 FP inh,GSTO1 inh,PREPL inhibitor,LYPLA1 inh,PAD4 FP inh,pPAFAH FP inh,LYPLA2 inh,PAFAH1B2 FP inh
Cc1ccc(C(=O)NCc2cccs2)cc1S(=O)(=O)N1CCCCC1,0,-2,3,2,4,-3,-1,4,-3
O=C(O)COc1c(-c2ccc(Cl)cc2)oc2ccccc2c1=O,1,3,-5,9,-3,-3,-1,-1,6
CC12C=CC(=O)C=C1CCC1C3CCC(O)(C(=O)CO)C3(C)CC3OC312 (centres undefined),12,0,6,-2,-2,1,1,1,3
CCn1c(C(Cc2ccccc2)NC(=O)COC)nc2ccccc21 (centres undefined),-2,-4,5,-7,3,2,1,6,0
Cc1ccc(-c2nc3ccccc3[nH]2)cc1NC(=O)/C=C/c1ccco1,-17,-20,-21,1,-21,-10,4,-42,-10
CCOC(=O)c1nc2sc3c(c2c(=O)[nH]1)CCC(C)C3 (centres undefined),-1,0,-8,18,0,1,0,-5,2
O=C(NC(=O)c1ccccc1)Nc1cccc(S(=O)(=O)N2CCCCC2)c1,2,0,3,8,3,0,2,4,-2
O=C(Nc1nc2c(F)cccc2s1)c1ccc([N+](=O)[O-])o1,-2,8,12,16,-1,3,4,6,3
O=C(COc1ccccc1)NNC(=O)COc1ccc([N+](=O)[O-])cc1,9,-2,7,3,-1,3,4,-3,1
COc1ccc(COC(=O)N/N=C(\C)CC(=O)Nc2ccc(Cl)cc2)cc1,-1,-3,0,-2,4,-7,4,7,4
CC1CCN(C(=O)CSc2nnc(CN3CCOCC3)n2-c2ccccc2)CC1,7,2,-5,8,5,0,-2,9,4
CCOC(=O)Cc1c(C)nc2cc(C)nn2c1C,8,3,3,-5,0,7,-2,6,0
COc1cc2c(cc1NC(=O)CSc1ccccc1)oc1ccccc12,3,-4,2,-16,-7,1,3,-13,-4
COc1ccc2oc(C(=O)OCC(=O)N3CCCCC3)c(C)c2c1,-2,0,3,-13,-1,-8,1,4,-1
CCCc1nc(SCC(=O)N2CCCc3ccccc32)c2c(=O)n(C)c(=O)n(C)c2n1,-6,-1,4,-4,0,1,0,1,3
CCSc1nnc(NC(=O)[C@@H](NC(=O)c2ccc(C(C)(C)C)cc2)C(C)C)s1,1,9,1,1,-3,-3,3,-2,1
c1cncc(CN=C2Nc3ccccc3CS2)c1,nt,nt,-7,12,2,-1,3,2,nt
Cc1ccc2ccc(C)[n+](CCCS(=O)(=O)[O-])c2c1,1,4,-9,4,1,-10,-7,-7,2
O=C(COC(=O)c1ccc([N+](=O)[O-])cc1Cl)Nc1cccnc1Cl,0,2,1,-5,0,0,-1,8,5
N#CCC(=O)NNc1c([N+](=O)[O-])cc(C(F)(F)F)cc1[N+](=O)[O-],nt,nt,-3,-4,3,0,20,4,nt
COC(=O)c1ccc(NS(=O)(=O)c2ccc(-c3cc(C)no3)s2)cc1,-3,8,-7,0,-2,2,3,2,0
O=C(CC1SC(=Nc2ccc(O)cc2)NC1=O)Nc1ccccc1 (centres undefined),7,-1,3,7,1,-3,3,5,-2
C[C@H]1CCC(=O)N([C@H](COc2ccccc2)Cc2ccccc2)CC1,4,5,7,1,3,-6,0,1,5
O=C(Nc1ccc2nsnc2c1)C1CC1,-1,4,4,5,4,0,3,2,-2
CCC(C)NC(=O)c1nn(C)c(=O)c2ccccc12 (centres undefined),-7,7,6,1,0,-3,-4,-8,1
NNC(=O)c1ccncc1,-1,8,nt,11,nt,1,0,nt,-5
NC(=O)CSc1nnc(-c2ccc(S(=O)(=O)N3CCOCC3)cc2)n1CC1CCCO1 (centres undefined),6,-1,-5,7,3,-7,4,-2,1
Oc1[nH]c2ccccc2c1N=Nc1cccc(Cl)c1,7,7,-2,21,0,0,5,-4,2
COc1cc(/C=N/n2c(-c3cc(C)[nH]n3)n[nH]c2=S)cc(OC)c1O,5,9,9,9,0,1,1,3,3
CC1(c2ccccc2)NC(=O)N(CC(=O)N2CCN(S(=O)(=O)c3c(F)cccc3F)CC2)C1=O (centres undefined),5,-2,nt,17,nt,2,8,nt,0
CCOc1ccccc1NC(=O)c1cc(CC(C)C)oc1C,4,10,3,2,2,-9,4,1,5
COc1ccc(NC(=S)NNC(=O)c2nnn(-c3ccccc3)c2C)cc1,2,6,3,-1,-3,-1,-1,-1,3
O=C(OCc1ccccc1)c1ccc2c(c1)-c1ccccc1C2=O,6,5,2,27,-1,-6,7,1,4
Cc1ccc(NC(=O)Cn2nc(C(=O)Nc3ccc(C)cc3)ccc2=O)cc1,-6,-7,-15,-9,-11,-4,9,-19,-7
CCOC(=O)CSc1nnc(-c2ccco2)n1C,8,6,2,-4,0,5,1,0,1
Cc1ccc2c(c1)N(C(=O)CCC(=O)N1CCN(c3cccc(C)c3C)CC1)CCO2,3,14,0,23,0,1,0,1,6
CCCC(c1nnnn1Cc1ccco1)N1CCC(C(N)=O)CC1 (centres undefined),3,-10,-4,1,1,-2,-2,11,-1
CC(C)N(Cc1ccccc1)C(=S)NCc1ccccc1,6,6,-3,-3,1,-3,3,-1,19
O=C1CC(NS(=O)(=O)c2ccc([N+](=O)[O-])cc2)CN1c1cccc(F)c1 (centres undefined),3,0,1,6,-1,-2,2,0,7
COc1cc(/C=C(\C#N)C(=O)Nc2cccc(C(=O)O)c2)ccc1OCc1ccc(F)cc1,1,-21,6,20,-1,-5,-6,17,6
COc1ccccc1CNC(=O)C(NS(=O)(=O)c1ccc2c(c1)OCCO2)C(C)C (centres undefined),6,-3,-2,7,1,-2,8,1,1
CC(OC(=O)C1CCN(S(=O)(=O)c2ccccc2)CC1)C(=O)Nc1ncc(Cl)cc1Cl (centres undefined),5,-2,1,-1,-2,-3,9,3,-1
O=C(c1cc(Br)c(Br)s1)N1CCOCC1,4,-5,7,0,-1,2,2,3,0
CCOC(=O)C1CCN(C(=O)c2sc3ncnc(N4CCC(C)CC4)c3c2C)CC1,-5,0,0,-6,-1,2,5,4,0
Oc1ccc(/C=N/Nc2cccc3cccnc23)c(O)c1,18,5,38*,27,0,-1,16,8,7
CC(=O)Nc1ccc(S(=O)(=O)C(C#N)c2nc3ccccc3nc2NCCCO)cc1 (centres undefined),3,1,10,21,-3,-14,-2,-7,3
COc1cc(-c2nnc(SCC#CCO)o2)cc(OC)c1OC,-3,3,-2,-14,-3,-2,5,2,-3
COc1ccc(Cl)cc1NC(=O)CNc1ccccc1F,7,-4,2,-2,-5,1,3,-5,3
CCN1CC2=C(OC(N)=C(C#N)C2c2ccccc2)/C(=C\c2ccccc2)C1 (centres undefined),6,0,0,10,0,24*,2,-4,1
COc1ccc(NC(=O)C(C)SCc2ccccc2)cc1 (centres undefined),2,0,1,-15,-1,1,1,-3,6

(continued)
Compound,PAFAH1B3 inh,PAFAH2 FP inh,GSTO1 inh,PREPL inhibitor,LYPLA1 inh,PAD4 FP inh,pPAFAH FP inh,LYPLA2 inh,PAFAH1B2 FP inh
CCN(CC(=O)Nc1c(F)cccc1F)C(=O)C1Cc2ccccc2CN1S(=O)(=O)CC (centres undefined),4,5,-5,-5,1,-3,2,-3,1
N#Cc1ccccc1NC(=O)Nc1ccc(Cl)cc1,3,2,-5,-4,1,1,-2,-1,-1
CCOc1ccc(CN(CC)C(=O)Cc2c[nH]c3ccccc23)cc1OC,7,4,4,-13,0,1,4,8,5
COc1ccc(S(=O)(=O)NCc2ccc(C(=O)NCc3cccnc3)cc2)cc1,nt,nt,-2,-2,0,-1,3,4,nt
CC(Cl)C(=O)Nc1ccccc1C#N (centres undefined),11,-6,11,8,-4,1,4,0,3
Cc1ccc(C)c(CN2C(=O)C3CCCN3c3ccc(C#N)cc32)c1 (centres undefined),-7,-6,6,-2,-6,-1,5,-8,-2
COc1ccc(NC(C)=O)cc1NC(C)C(=O)Nc1cc(C(F)(F)F)ccc1N1CCOCC1 (centres undefined),-7,11,2,12,2,1,2,-5,-1
c1ccc(-c2cc3c(NCC4COc5ccccc5O4)ncnc3s2)cc1 (centres undefined),-24,-29,-16,-24,-28,-5,-20,-49,-13
CC(C)(C)N(Cc1cc2ccccc2[nH]c1=O)C(=O)c1cccc([N+](=O)[O-])c1,2,2,0,-3,3,1,1,2,14
CCOC(=O)c1[nH]c(C)c(C(=O)OCCN2C(=O)c3ccccc3C2=O)c1C,-2,-7,7,-21,-5,2,-2,-12,5
CCc1ccc(NC(=O)Cc2ccc(-n3cccc3)cc2)cc1,5,-1,5,-3,6,-6,4,3,-2
O=C(NC1CCS(=O)(=O)C1)C1CCCN(S(=O)(=O)c2ccc(Cl)cc2)C1 (centres undefined),1,1,7,8,2,4,0,1,10
Cc1ccc(N(CC(O)CN2CCCC2)S(=O)(=O)c2ccc(C)cc2)cc1 (centres undefined),6,-2,1,-53,-3,-1,4,1,1

These rows are one share of the data. The share of hits here may be higher or lower than overall.
